UDG counter = blocks uracil-DNA glycosylase in AID counter-screen. FRET deamination/UDG coupled assay, UDG read, 4 h. Potency, µM (series often up to 115 µM), inactives show at the highest dose activity change, negative = inhibition, actives largely listed as inhibitors. AID 1347430. actives 0.14% (n = 91,000); note: nearly all actives have a fitted effect of over 65% in size
AID inh = blocks human AID cytidine deaminase activity; Q9GZX7; AID deamination FRET fluorescence, UDG-coupled, 4 h; Potency, µM (series often up to 115 µM), without a hit: at the highest dose activity change, negative = inhibition, usual class: inhibitors; actives 0.32% (n = 91,000); AID 1347428; note: nearly all actives have a fitted effect of over 25% in size
Target sequence (Q9GZX7 whole entry, looked up): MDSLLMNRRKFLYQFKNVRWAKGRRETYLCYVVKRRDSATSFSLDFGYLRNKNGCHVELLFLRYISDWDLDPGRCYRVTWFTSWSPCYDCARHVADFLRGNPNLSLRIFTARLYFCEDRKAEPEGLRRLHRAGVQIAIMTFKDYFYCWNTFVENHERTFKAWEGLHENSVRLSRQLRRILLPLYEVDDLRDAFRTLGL
* hit, by the source's call; ? = inconclusive; & = joins results of further samples; [ ] = dose if it differs, or a comment. Calls come from the whole dose curve; as a rule, active = well fitted curve in the direction sought with a large enough effect; inconclusive = small, poorly fitted or top-dose-only effect, or another doubt; inactive = no such curve, though single readings can be large; an effect the other way counts as inactive or inconclusive. % is set by controls: 0 for no effect and ±100 for the full control effect; potency is the fitted concentration of half-maximal effect. Only part of the results is shown, so the mix of outcomes need not match the whole.

| canonical_smiles | UDG counter | AID inh |
| --- | --- | --- |
| Cc1ccc(S(=O)(=O)NCc2ccc(C(=O)NCCc3cccc(C)c3)cc2)cc1 | 2%[57.5 µM] | -3% |
| CCOc1cc(/C=C2/NC(=O)NC2=O)cc(Br)c1OCC | -1% | -4% |
| Cc1oc(-c2cccs2)nc1C(=O)N1CCC(NC(=O)C2CC2)CC1 | -2% | 3% |
| [N-]=[N+]=Nc1ccc(C(=O)CSC[C@H](NC(=O)CC[C@H](N)C(=O)O)C(=O)NCC(=O)O)cc1 | -6% | 89µM* |
| COc1cccc2c1Oc1ncccc1N(c1ccc(C(=O)NCc3ccccc3Cl)s1)C2 | -15% | 25% |
| CCN(CC)C(=O)C1CCN(S(=O)(=O)c2c(C)noc2/C=C/c2cccc(OC)c2)CC1 | 36%[activator] | ? |
| CCS(=O)(=O)Nc1cccc(C2=NN(S(C)(=O)=O)C(c3ccccc3C)C2)c1 (configuration not stated) | -9% | -18% |
| CC(=O)Nc1ccc(C)cc1-c1nnc(SCC(=O)Nc2ccc(Cl)c(Cl)c2)[nH]c1=O | -3% | -21% |
| COc1ccc(Cn2c(SCc3ccc(C(=O)NC4CCCCC4)cc3)nc3ccncc32)cc1 | 1% | ? |
| CC(C)(C)C(=O)NCCCCNC(=O)C(C)(C)C | 6% | 4% |
| O=C1Cc2cc(C(=O)CSc3ccc4c(c3)OCCCO4)ccc2N1 | -12% | 38%[activator] |
| CCOC(=O)C1CCCN(S(=O)(=O)c2ccc(F)c(C(=O)Nc3ccc(F)c(F)c3)c2)C1 (configuration not stated) | 1% | 4% |
| CC(=O)Nc1scc(-c2cc(C)ccc2C)c1C#N | -13% | -5% |
| CCOc1cc(/C=C(\C#N)C(=O)OC)ccc1OCc1cccc(C(F)(F)F)c1 | -1% | -5% |
| CCc1ccc(NC(=O)c2ccc(Cn3nc(N4CCN(c5ccccc5)CC4)ccc3=O)o2)cc1 | -10% | 2% |
| CCCCOC(=O)COc1ccc2c(C)c(CCC)c(=O)oc2c1 | -3% | -7% |

Four of these compounds, reformatted.
molecule: CCOC(=O)C1CCCN(S(=O)(=O)c2ccc(F)c(C(=O)Nc3ccc(F)c(F)c3)c2)C1 (configuration not stated)
- UDG counter: 1%
- AID inh: 4%
molecule: CC(=O)Nc1scc(-c2cc(C)ccc2C)c1C#N
- UDG counter: -13%
- AID inh: -5%
molecule: CCOc1cc(/C=C(\C#N)C(=O)OC)ccc1OCc1cccc(C(F)(F)F)c1
- UDG counter: -1%
- AID inh: -5%
molecule: CCc1ccc(NC(=O)c2ccc(Cn3nc(N4CCN(c5ccccc5)CC4)ccc3=O)o2)cc1
- UDG counter: -10%
- AID inh: 2%

New compounds follow.
| canonical_smiles | UDG counter | AID inh |
| --- | --- | --- |
| Cc1cnc(C(=O)OCc2ccc(-c3ccccc3C#N)cc2)cn1 | 7% | -15% |
| CCCn1c(=N)c(C(=O)NC(C)c2ccccc2)cc2c(=O)n3ccccc3nc21 (configuration not stated) | -1% | -18% |
| NS(=O)(=O)c1ccc(N/N=C/c2cccc(Oc3ccccc3)c2)c([N+](=O)[O-])c1 | -11% | -8% |
| CC(=O)Nc1cccc(NC(=O)c2ccc3c(c2)NC(=O)CS3)c1 | 1% | 5% |
| CCOc1cccc(C(=O)N(Cc2ccc(C)o2)C2CCS(=O)(=O)C2)c1 (configuration not stated) | -1% | 1% |
| CCC(C(=O)Nc1ccc(C(C)=O)cc1)n1cnc2nc3c(cc2c1=O)CCCC3 (configuration not stated) | -7% | 4% |
| Cc1c(-c2ccccc2)cc(-c2ccccc2)nc1-c1ccccc1 | -8% | -11% |
| COc1ccccc1NC(=O)C1=C(C)Nc2nc(SCc3ccccc3F)nn2C1c1cccnc1 (configuration not stated) | 6% | -1% |
| CC(CC#N)NC(=O)c1cc2ccccc2cc1NC(=O)OC(C)(C)C (configuration not stated) | -1% | 0% |
| CCOc1ccccc1NC(=O)c1cnc(N2CCOCC2)c2ccccc12 | 23% | 5% |
| CCN(CC)c1cc2c(cc1F)c(=O)c(S(=O)(=O)c1ccc(OC)cc1)cn2Cc1ccccc1 | -13% | -23% |
| COc1ccc(C(=O)Nc2ccc3oc(-c4ccc5ccccc5c4)nc3c2)cc1Br | 0%[57.5 µM] | 19% |
| CCC(Sc1nnc2c3ccccc3n(CC)c2n1)C(=O)Nc1nnc(C(C)C)s1 (configuration not stated) | 22% | 13% |
| Cc1ccc(/C=N/NS(=O)(=O)c2ccc(C)c([N+](=O)[O-])c2)s1 | 4% | -2% |
| Cc1cc(C)c(C(=O)C(C)Oc2ccc(C#N)cc2)cc1C (configuration not stated) | -7% | -16% |
| CCc1c(C)sc(NC(=O)Cc2ccc(Cl)cc2)c1C#N | 0% | 10% |
| O=C(O)CSCc1ccccc1Cl | 3% | 0% |
| Cc1ccc(-c2nc(CS(=O)CC(=O)O)c(C)o2)cc1 (configuration not stated) | 0% | -11% |
| Cc1ccc(C)n1-c1nnc(N2CCCC(C(=O)NCc3ccc(Cl)cc3)C2)s1 (configuration not stated) | -6% | -19% |
| CN(C(=O)c1cc2c(s1)-c1ccc(Cl)cc1SC2)c1cccc(C(F)(F)F)c1 | -14%[57.5 µM] | -9% |
| Cc1noc(C)c1S(=O)(=O)N(C)CC(=O)Nc1ccccc1C(C)(C)C | 2% | 4% |
| CN(CC(=O)NC(=O)NC1CC1)Cc1cccc(F)c1 | -5% | -2% |
| Cc1cccc(C(=O)N2CCc3cc(CNS(=O)(=O)c4ccc(F)c(Cl)c4)ccc32)c1 | 4%[57.5 µM] | 8% |
| Cc1cc(NC(=O)C(=O)c2c[nH]c3ccc(Br)cc23)no1 | -5% | -1% |
| Cc1ccc(-c2csc(CCn3nc(C)c4c(C(F)(F)F)cc(=O)[nH]c43)n2)cc1 | 5% | -4% |
| O=C1C(C2=CCCCC2)CCCC1C1=CCCCC1 (configuration not stated) | -3% | 2% |
| COc1ccccc1CNc1ccc(-c2nc(-c3cccc(C)c3)no2)cc1[N+](=O)[O-] | -15% | -1% |
| CCOc1ccc(NC(=O)C(CC)n2nc(-c3ccc(C)c(C)c3)ccc2=O)cc1 (configuration not stated) | -3% | 0% |
| O=C(CSc1ccc2ccccc2n1)Nc1nsc(-c2ccc(Cl)cc2)n1 | -27%[57.5 µM] | -25% |
| Cc1ccc(-c2cn3c(n2)sc2cc(C(=O)NCc4cccs4)ccc23)cc1 | 26% | -6% |
| CC(C)N(CC(N)=O)Cc1cccc2cccnc12 | -7% | 9% |
| CCCCCNC(=O)c1nccnc1N | -5% | -13% |
| COc1ccc(NC(=O)c2cc3nc(-c4ccc(C)c(C)c4)cc(C(F)(F)F)n3n2)cc1 | -12% | 28% |
| COc1cccc2oc(C(=O)c3cc(C)sc3C)cc12 | -7% | -14% |
| Cc1cc(NC(=O)N(C)CCc2c(C)nn(C)c2C)ccc1Br | -29% | -20% |
| COc1ccc(NC(=O)NC2COc3ccccc3C2)c(OC)c1 (configuration not stated) | 54%[activator] | 4% |
| CCOc1ccc(CCNC(=O)c2cc3cc4cc(OC)ccc4nc3s2)cc1OCC | -10% | 89%[activator] |
| CC(C)c1cnc2c(c1SCC(=O)NCc1ccccc1Cl)c(=O)n(C)c(=O)n2C | 0% | 1%&7% |
| CCN(CC)c1ccc(C(=S)N(C)C)cc1 | 2% | -4% |
| Cn1c(SCC(=O)N2CCOCC2)ncc(C(=O)Nc2ccc(F)cc2)c1=O | 13% | 3% |
| C[N+]1(CC#Cc2ccc(C#CC[N+]3(C)CCOCC3)cc2)CCOCC1 | -4% | -19% |
| COc1cccc(C2=NS(=O)(=O)N(C)C(C(=O)Nc3cccc(O)c3)=C2)c1 | 16% | 32%[activator] |
| Cc1ccc(OCC(=O)NCC(=O)OCc2cc(=O)n3nc(C(C)C)sc3n2)cc1 | 1% | 8% |
| CCOC(=O)c1ccc(Oc2coc3cc(OCc4ccccc4)ccc3c2=O)cc1 | 7% | -2% |
| O=C(Nc1ccc2nc(SCCOc3ccccc3Cl)sc2c1)c1ccco1 | -6% | 3% |
| CCc1ccc(Nc2sc(C(=O)c3ccc(F)cc3)c(N)c2S(=O)(=O)c2ccccc2)cc1 | -23% | -24% |
| Cc1cc2oc(=O)cc(-c3ccccc3)c2c2occ(-c3ccccc3)c12 | -2% | -12% |
| Cc1ccc(S(=O)(=O)Nc2nc3ccccc3nc2Nc2ccc(F)cc2)cc1 | 5% | -4% |
| CCN(CC)S(=O)(=O)c1ccc2c(c1)nc(CN(C)C(=O)Nc1ccc(Cl)cc1)n2C | -23% | ? |
| Cc1cccc(CNC(=O)c2sc3ncnc(N(C)C4CCCCC4)c3c2C)c1 | -8% | -23% |
| CNC(=O)CNC(=O)c1ccc(F)cc1Br | -5% | 7% |
| COc1ccc(C(=O)Nc2nc3c(s2)CCCC3)cc1Cl | 2%[57.5 µM] | 1% |
| Cc1nc(-c2cccc(S(=O)(=O)N3CCC(C(=O)NCc4ccccc4Cl)CC3)c2)no1 | ? | -11% |
| COc1ccc(C(=O)Nc2ccc(-c3nc4ccccc4s3)cc2C)cc1Cl | -7% | -2% |
| COc1ccc(CNC(=O)C(Cc2ccccc2)NS(=O)(=O)c2ccc3c(c2)CCN3C(C)=O)cc1 (configuration not stated) | 0% | -6% |
| CCc1cccc(NC(=O)c2cc3c(s2)-c2ccccc2OC3)c1 | 0% | 22% |

Going on with the list.
| canonical_smiles | UDG counter | AID inh |
| --- | --- | --- |
| COc1cc(/C=C(\C#N)c2nc3ccccc3[nH]2)cc(Cl)c1OCc1ccccc1Cl | 1% | 51%[activator] |
| Cc1cc2c(cc1C)NC(CC(=O)Nc1ccccc1SC(F)(F)F)C(=O)N2 (configuration not stated) | -20% | -17% |
| CCC(=O)Nc1sc2c(c1C#N)CCC(C(C)(C)CC)C2 (configuration not stated) | 9% | 18% |
| Cc1ccc(Cl)cc1NC(=O)C(=O)c1cn(CC(=O)N2CCOCC2)c2ccccc12 | -5% | -4% |
| Cc1ccc(-c2nnc(Nc3ccc(C(=O)N(C)C)cc3)c3ccccc23)cc1S(=O)(=O)N(C)C | -20% | ? |
| CCN(Cc1ccc(Br)s1)C(=O)c1cnccn1 | -2% | -6% |
| CCOC(=O)c1ccc(NC(=O)CCc2c(C)n(CC)c3cc(-c4ccccc4OC)nn3c2=O)cc1 | 9% | 0% |
| Cc1c(CC(=O)NCCc2ccccc2F)c(=O)oc2c(C)c3occ(C(C)(C)C)c3cc12 | 14% | 0% |
| O=C(O)C1CCCNC1 (configuration not stated) | -1% | -1% |
| O=C(O)c1ccccc1Nc1ccccc1 | -13% | -16% |
| CCN(CC)C(=O)Cn1c(=O)n(CCCCCC(=O)Nc2ccccc2)c(=O)c2sccc21 | 1% | 8% |
| O=C(Nc1ccc2c(c1)CCC2)c1cc(-c2ccc(F)cc2)nc2ccc(Br)cc12 | 2% | 24% |
| Cc1ccccc1CSCCNC(=O)C1CCN(S(=O)(=O)Cc2ccccc2)CC1 | 23% | 11% |
| O=C(c1cc(C2=NNC(=Nc3ccccc3F)SC2)c[nH]1)N1CCCC1 | -3% | 36%[activator] |
| COc1ccccc1CNC(=O)c1ccc2[nH]c(C)c(C)c2c1 | -5% | 4% |
| CCOc1ccc(C(=O)Nc2nnc(S(=O)(=O)N(CC)c3ccccc3C)s2)cc1 | 0%[57.5 µM] | 19% |
| Cc1cccc(C(=O)Nc2ccc3nsnc3c2)c1 | -2% | 16% |
| COC(=O)c1cccc(N=Cc2cc(Cl)ccc2O)c1 | 4% | -9% |
| CCN(c1ccccc1)S(=O)(=O)c1cc(C(=O)O)cc2c1CCC2 | -8% | -11% |
| CC(C)N(C(=O)CSc1cn(CC(=O)N2CCCCCC2)c2ccccc12)C(C)C | 3%[57.5 µM] | 39%[activator] |
| CCOc1ccc(CCNC(=O)CCn2c(=O)c3cccn3c3ccc(F)cc32)cc1OCC | -1%[57.5 µM] | 6% |
| COc1cc(OC)c(Nc2nc3ccccc3c3nncn23)cc1Cl | -22% | 166%[activator] |
| CC(C)(C)OC(=O)N1CCC(c2c(C(=O)N3CCN(Cc4ccccc4)CC3)cnn2-c2cccc(Cl)c2)CC1 | -26% | ? |
| Cc1nn(CC(=O)Nc2ccc3c(c2)nc(CCN2CCOCC2)n3C)c(=O)c2ccccc12 | 7% | 8% |
| CN1C(=O)Cc2cc(S(=O)(=O)CCC(=O)Nc3ccc(F)c(Cl)c3)ccc21 | 0% | 15% |
| O=C(c1ccc(S(=O)(=O)N2CCOCC2)cc1)N(Cc1ccco1)C1CCS(=O)(=O)C1 (configuration not stated) | 3% | -5% |
| COc1ccc(/C=C/C(=O)OC2CCC(C(C)(C)C)CC2)cc1OC (configuration not stated) | -8% | -11% |
| Cc1ccc2cc(CCl)c(Cl)nc2c1C | -2% | -15% |
| COC(=O)C1=CNC=C(C(=O)OC)C1c1cccc(Br)c1 | -6% | -11% |
| O=C(CN(C1CCCCC1)S(=O)(=O)c1ccccc1)N1CCOCC1 | 3% | -1% |
| Cc1cccc(-n2c(CNC(=O)c3cccc(F)c3)nnc2SCC(=O)Nc2ccccc2F)c1 | 0% | 2% |
| COCCn1cnc2c1c(=O)n(CC(=O)NC1CCCCC1)c(=O)n2Cc1ccccc1 | -2% | 7% |
| FC(F)(F)c1ccc(Cl)c(N/N=C/C(c2ccccc2)c2ccccc2)c1 | -3% | -6% |
| Cn1nc(C(=O)Nc2cc(-c3cccc(F)c3)no2)c2c1-c1ccccc1OC2 | -5% | 1% |
| Cc1cn2c(/C=C/C(=O)c3ccc(S(=O)(=O)N(C)C)cc3)c(C)nc2s1 | -2% | -3% |
| Cc1ccccc1NC(=O)c1sc2nc(-c3cc4ccccc4oc3=O)[nH]c(=O)c2c1C | 10% | 31%[activator] |
| CC(=O)NCc1ccc(-c2csc(Nc3ccc(F)cc3)n2)o1 | -2% | 10% |

Compound activity (PubChem)
